Screening data (PubChem BioAssay)
PI4K2A block: blocks human PI4K2A kinase activity; AID 1346378; purified PI4K2A, ADP-Glo luminescence, 1 h; active compounds read low; activity change, negative = inhibition, % at 76.9 µM; 420,000 tested, 0.13% active; in the data active means activity change below about -50%; inconclusive means mostly about -30% to -49%;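 further: -100% = wells without enzyme as full effect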
Target sequence (Q9BTU6 whole entry, looked up): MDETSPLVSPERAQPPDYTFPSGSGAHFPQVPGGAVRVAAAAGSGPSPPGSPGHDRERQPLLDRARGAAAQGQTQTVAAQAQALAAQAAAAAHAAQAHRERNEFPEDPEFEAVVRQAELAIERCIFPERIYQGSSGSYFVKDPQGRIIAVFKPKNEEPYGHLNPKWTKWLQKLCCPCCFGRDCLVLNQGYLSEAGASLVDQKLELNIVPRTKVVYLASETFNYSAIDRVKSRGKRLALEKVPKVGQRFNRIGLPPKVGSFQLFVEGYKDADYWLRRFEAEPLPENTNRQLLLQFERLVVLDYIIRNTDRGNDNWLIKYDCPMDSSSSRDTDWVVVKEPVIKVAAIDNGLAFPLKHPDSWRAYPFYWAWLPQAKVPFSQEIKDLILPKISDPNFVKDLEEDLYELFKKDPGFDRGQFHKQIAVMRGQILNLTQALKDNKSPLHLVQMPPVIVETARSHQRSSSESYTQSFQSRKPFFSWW
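In this quantitative HTS, ADP production by PI4K2A was quantified luminescently after 1 h at ambient temperature; 100 microM adenosine served as plate-quality control.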
RGS4 inhibitor: human RGS4 inhibition. P49798. Transcreener GDP fluorescence polarization, RGS4-accelerated GTP hydrolysis. Potency, µM (doses to about 114 µM), for inactives: at the top dose activity change, negative = inhibition, most hits filed as inhibitors. 390,000 tested, 0.039% active. AID 504845; further: potency means the concentration at half of the fitted maximal effect; on the % scale 0 is the no-effect control and ±100 the full control effect; nearly all actives have a fitted effect of over 75% in size; some results filed as inactive show a strong effect at the top dose
Target sequence (P49798 whole entry, looked up): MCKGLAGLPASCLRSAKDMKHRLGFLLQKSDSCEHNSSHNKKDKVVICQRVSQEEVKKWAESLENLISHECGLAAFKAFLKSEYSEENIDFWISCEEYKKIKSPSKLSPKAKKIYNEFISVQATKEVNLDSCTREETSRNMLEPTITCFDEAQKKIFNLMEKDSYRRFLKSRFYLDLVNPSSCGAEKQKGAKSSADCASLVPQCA
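MLSMR compounds (23 nl, pin-transferred) preincubated 10 min at room temperature with a 500nM (2x) first reagent, then RGS4 at 900nM (2x) plus Transcreener GDP mix added; fluorescence polarization (620/688 nm) read before and after 90 min at 30 °C.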
BAZ2B block: blocks human BAZ2B | Q9UIF8 | AlphaScreen BAZ2B-H3K14Ac peptide displacement | Potency, µM (top dose mostly 114 µM), for the others: top-dose activity change, negative = inhibition, actives largely listed as inhibitors | 360,000 tested, 4.4% active | AID 504333; further: potency means the concentration at half of the fitted maximal effect; on the % scale 0 is the no-effect control and ±100 the full control effect; nearly all actives have a fitted effect of over 60% in size
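Inhibition is scored as reduced AlphaScreen emission. The BAZ2B/b-H3(5-23)K14Ac complex (50 nM each) in PBS pH 7.4, 0.01% Tween-20 meets compound (up to 110 uM) for 30 min at RT before bead addition.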
JMJD2A Tudor: blocks the human JMJD2A Tudor domain; 390,000 tested, 4.4% active; AID 504339; AlphaScreen JMJD2A-Tudor / H3K4me3 peptide binding; Potency, µM (series often up to 114 µM), without a hit: at the highest dose activity change, negative = inhibition, actives largely listed as inhibitors; O75164; further: potency means the concentration at half of the fitted maximal effect; on the % scale 0 is the no-effect control and ±100 the full control effect; nearly all actives have a fitted effect of over 50% in size
GLS inh: inhibitors of human glutaminase (GLS) | 410,000 tested, 0.21% active | GLS enzymatic activity, qHTS titration | O94925 | Potency, µM (doses to about 45.5 µM), for inactives: at the highest dose activity change, negative = inhibition, hits mostly inhibitors; further: potency means the concentration at half of the fitted maximal effect; on the % scale 0 is the no-effect control and ±100 the full control effect
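Glutamate formation by hKGA was monitored fluorometrically using coupled glutamate oxidase, HRP and Amplex Red. Substrate was added as 1 mM L-glutamine solution; incubation was 30 min at RT after an initial read.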
ALOX12 inh: inhibitors of human 12S-lipoxygenase ALOX12. Potency, µM (top dose mostly 108 µM), inactives show at the top dose activity change, negative = inhibition, hits mostly inhibitors. AID 1671190. 580,000 tested, 1.1% active. P18054. purified 12hLO, xylenol orange hydroperoxide absorbance; further: potency means the concentration at half of the fitted maximal effect; on the % scale 0 is the no-effect control and ±100 the full control effect
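Hydroperoxide product was detected by ferrous iron/xylenol orange as the 573 to 405 nm absorbance ratio. Arachidonic acid at 40 uM (final) was turned over for 30 min at room temperature by 150 nM human 12hLO, pH 7.0 Hepes buffer, after 15 min compound preincubation.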
G9a inh: blocks human histone lysine methyltransferase G9a. Q96KQ7. G9a H3K9 monomethylation, AlphaScreen, 2 h. Potency, µM (series often up to 102 µM), inactives show top-dose activity, negative = inhibition, usual class: inhibitors. 350,000 tested, 8.8% active; further: potency means the concentration at half of the fitted maximal effect; on the % scale 0 is the no-effect control and ±100 the full control effect; nearly all actives have a fitted effect of over 75% in size
Target sequence (Q96KQ7 913-1193 limits assumed): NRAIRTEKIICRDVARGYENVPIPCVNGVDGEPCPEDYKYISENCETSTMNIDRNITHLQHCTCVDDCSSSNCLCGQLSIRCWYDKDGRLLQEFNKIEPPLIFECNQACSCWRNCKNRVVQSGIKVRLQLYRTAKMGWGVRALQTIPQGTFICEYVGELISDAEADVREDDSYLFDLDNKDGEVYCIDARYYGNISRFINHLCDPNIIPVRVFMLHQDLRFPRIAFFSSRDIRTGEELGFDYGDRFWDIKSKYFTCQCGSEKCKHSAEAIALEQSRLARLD
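G9a (20 nM) preincubated 15 min RT with compounds, then 500 nM biotinylated H3K9 peptide and 20 uM SAM added; 2 h RT reaction. Monomethyl-H3K9 product detected by AlphaScreen with anti-H3K9me1 antibody, streptavidin donor and anti-rabbit IgG acceptor beads.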
ERG Ets-DNA blk: ERG Ets/DNA interaction inhibition; AID 624246; P11308; Potency, µM (series often up to 76.9 µM), for the others: at the highest dose FP activity, negative = inhibition, usual class: inhibitors; fluorescence polarization, His-ERG Ets domain / labelled DNA; 370,000 tested, 0.028% active; active means well fitted inhibition curve with a large enough effect in the polarisation, with a control signal flat; inconclusive means small, poorly fitted or top-dose-only effect, or effect the other way, or a change in a side signal; inactive means no such curve, though single readings can be large or run the other way; the % refers to the polarisation;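 further: polarization taken with two DNA probes labelled with fluorescein and Texas red; potency means the concentration at half of the fitted maximal effect; % of control where 0% means no effect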
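His-tagged ERG Ets domain (1 uM in the protein solution; 300mM KCl, 50mM Tris-HCl, 1mM EDTA, 1mM DTT, pH 7.5) received compound, then a probe mix of 5 nM fluorescein-DNA and 100nM Texas-615-DNA. Fluorescence polarization was read for both dyes.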
HP1b binding inh: blocks HP1-beta chromodomain binding to methylated histone tails; 390,000 tested, 0.56% active; Potency, µM (top dose mostly 114 µM), without a hit: at the highest dose activity change, negative = inhibition, most hits filed as inhibitors; AlphaScreen HP1-beta / biotin-H3K9me3 peptide binding; further: potency means the concentration at half of the fitted maximal effect; nearly all actives have a fitted effect of over 70% in size; inactives centre near 23
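Compound inhibition of the preformed complex between 50 nM HP1-beta and 50 nM biotinylated H3K9me3 peptide was read by AlphaScreen. Buffer was PBS pH 7.4 with 0.01% Tween-20. Incubations ran 30 min at room temperature, with 10 ug/mL donor/acceptor beads.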
* = called active by the depositor; ? = inconclusive; · = not tested or not shown; & = joins results of further samples; [ ] = dose if it differs, or a comment. Unless noted, the call rests on the fitted dose curve; in most records, active means well fitted curve in the direction sought with a large enough effect; inconclusive means small, poorly fitted or top-dose-only effect, or another doubt; inactive means no such curve, though single readings can be large; an effect the other way counts as inactive or inconclusive. Some of the compounds tested; the hit share may differ from the screen's.

Short forms – A = PI4K2A block; B = RGS4 inhibitor; C = BAZ2B block; D = JMJD2A Tudor; E = GLS inh; F = ALOX12 inh; G = G9a inh; H = ERG Ets-DNA blk; I = HP1b binding inh
> COC(=O)c1c(C)noc1-c1snnc1C
  A = 2.2	B = 36.3%	C = 0.9%	D = -7.0%	E = 0.3%	F = 178.9%[activator]	G = ·	H = -4.6%	I = 31.2%
> O=C(O)CCCN1C(=O)C2C3C=CC(C2C1=O)C1C(=O)N(CCCC(=O)O)C(=O)C31 (stereo unspecified)
  A = 2.8	B = 12.7%	C = 7.0%	D = -6.2%	E = 4.5%	F = 0.0%	G = -8.5%[0.501 µM]	H = -0.3%	I = 19.1%
> CCOc1ccc(S(=O)(=O)NCc2ccco2)cc1
  A = -0.7	B = 2.3%	C = 3.0%	D = -32.8%	E = -0.7%	F = -7.5%&-11.5%	G = 1.2%[59 µM]	H = -7.8%	I = 19.1%
> CSCCC(NS(=O)(=O)c1ccc(C)cc1)C(=O)Nc1ccc(C)cn1 (stereo unspecified)
  A = 0.1	B = 21.7%	C = 8.0%	D = -0.7%	E = -0.9%	F = -11.7%	G = -2.2%	H = -0.1%	I = 19.8%
> CCN(CC)C(=O)CSc1nc2cc3c(cc2c(=O)n1CCCC(=O)NCc1ccc(OC)cc1)OCO3
  A = 2.5&-14.4	B = -17.2%&19.0%	C = -27.7%&-15.7%	D = -18.2%&-7.3%	E = -8.2%&6.0%	F = -12.8%&-27.8%	G = -0.3%&6.6%[59 µM]	H = -8.8%&-3.0%	I = 17.6%&29.5%
> COc1ccc(/C=c2/sc3n(c2=O)C(c2ccccc2OC)C2=C(N=3)c3ccccc3CC2)cc1O (stereo unspecified)
  A = 4.6	B = -46.9%	C = ?	D = ?	E = -2.8%	F = -14.5%	G = ·	H = -7.9%	I = -5.7%
> O=C(C(c1ccccc1)c1ccccc1)N1CCC(c2nc(-c3ccccc3Cl)no2)CC1
  A = 2.3	B = -38.9%	C = ·	D = -12.5%	E = 0.1%	F = 6.4%	G = ·	H = 5.7%	I = 17.5%
> COc1ccc(N(CC(=O)NC(C)c2ccccc2)S(=O)(=O)c2ccc(C)cc2)cc1 (stereo unspecified)
  A = -5.4	B = -8.8%	C = -1.4%	D = -4.6%	E = -10.3%	F = ?	G = -6.1%	H = -1.8%	I = 36.7%[activator]
> O=C(CCS(=O)(=O)c1cc2c3c(c1)CCN3C(=O)CC2)NCc1ccc(F)cc1
  A = -9.1	B = 9.0%	C = -11.2%	D = -14.6%	E = 4.5%	F = -18.2%	G = -30.8%[59 µM]	H = 1.7%	I = 15.1%
> C=CCC[C@H](Cc1ccc(F)cc1)C(=O)OC[C@@H](Cc1c[nH]c2ccccc12)NC(=O)[C@H](CC=C)CC(=O)N[C@H](CO)Cc1ccccc1
  A = -6.3	B = -7.7%	C = ·	D = -17.1%	E = -3.3%	F = -6.5%	G = ·	H = 8.2%	I = 16.5%

Some of these compounds in order of formula weight, ascending.
Short forms – A = PI4K2A block; B = RGS4 inhibitor; C = BAZ2B block; D = JMJD2A Tudor; E = GLS inh; F = ALOX12 inh; G = G9a inh; H = ERG Ets-DNA blk; I = HP1b binding inh
> CSCCC(NS(=O)(=O)c1ccc(C)cc1)C(=O)Nc1ccc(C)cn1 (stereo unspecified)
  A = 0.1	B = 21.7%	C = 8.0%	D = -0.7%	E = -0.9%	F = -11.7%	G = -2.2%	H = -0.1%	I = 19.8%
> O=C(CCS(=O)(=O)c1cc2c3c(c1)CCN3C(=O)CC2)NCc1ccc(F)cc1
  A = -9.1	B = 9.0%	C = -11.2%	D = -14.6%	E = 4.5%	F = -18.2%	G = -30.8%[59 µM]	H = 1.7%	I = 15.1%
> COc1ccc(/C=c2/sc3n(c2=O)C(c2ccccc2OC)C2=C(N=3)c3ccccc3CC2)cc1O (stereo unspecified)
  A = 4.6	B = -46.9%	C = ?	D = ?	E = -2.8%	F = -14.5%	G = ·	H = -7.9%	I = -5.7%
> CCN(CC)C(=O)CSc1nc2cc3c(cc2c(=O)n1CCCC(=O)NCc1ccc(OC)cc1)OCO3
  A = 2.5&-14.4	B = -17.2%&19.0%	C = -27.7%&-15.7%	D = -18.2%&-7.3%	E = -8.2%&6.0%	F = -12.8%&-27.8%	G = -0.3%&6.6%[59 µM]	H = -8.8%&-3.0%	I = 17.6%&29.5%

Continued:
Short forms – A = PI4K2A block; B = RGS4 inhibitor; C = BAZ2B block; D = JMJD2A Tudor; E = GLS inh; F = ALOX12 inh; G = G9a inh; H = ERG Ets-DNA blk; I = HP1b binding inh
> Cc1cccc(CNc2ccc(C(CC(N)=O)NC(=O)Cc3cccc4ccccc34)cc2[N+](=O)[O-])c1 (stereo unspecified)
  A = -1.9	B = 5.4%	C = -20.5%	D = -19.9%	E = -0.7%	F = -7.7%	G = -32.6%[12.7 µM]	H = -15.6%	I = 41.3%[activator]
> COc1cccc(NC(=O)N2CCN(c3nnnn3-c3ccccc3)CC2)c1
  A = 2.7	B = -24.0%	C = -9.5%	D = -2.8%	E = 2.0%	F = 5.1%	G = 4.9%[59 µM]	H = -1.8%	I = 23.2%
> COc1ccccc1CNC(=O)C1CCN(c2nc3ccccc3o2)CC1
  A = -0.6	B = -3.4%	C = -1.7%	D = -9.3%	E = -0.1%	F = 22.8%	G = 7.5%	H = 6.5%	I = 17.8%
> O=C(COC(=O)c1ccc([N+](=O)[O-])o1)NC1CCCCC1
  A = -10.4	B = 16.1%	C = ·	D = -3.8%	E = 3.7%	F = -8.8%	G = ·	H = -2.2%	I = 37.5%
> O=c1c2ccccc2c(-c2ccccc2)nn1Cc1ccccc1
  A = 3.8	B = -10.3%	C = -3.5%	D = -11.6%	E = 6.0%	F = -12.8%	G = 2.6%[59 µM]	H = -0.3%	I = 52.7%[activator]
> Cc1cc(NC(=O)Nc2nnc(N3CCCCC3)s2)ccc1Br
  A = -0.2	B = 0.7%	C = 0.0%	D = -8.6%	E = -11.2%	F = -5.4%	G = ?	H = -1.2%	I = 56.2%[activator]
> Cc1ccc(CNC(=O)COC(=O)c2ccc(Cl)c(N)c2)cc1
  A = -0.3	B = -31.9%	C = -22.6%	D = 3.5%	E = 1.6%	F = 1.6%	G = 21.3%[59 µM]	H = 7.5%	I = 55.0%[activator]
> O=C(CCOc1ccccc1)Nc1ccc([N+](=O)[O-])cc1
  A = 3.8	B = -21.7%	C = -11.6%	D = -13.2%	E = -2.3%	F = -13.1%	G = 3.5%	H = -3.6%	I = 36.1%
> Cc1ccccc1S(=O)Cc1ccc(C(=O)NCCCN2CCCCC2)o1 (stereo unspecified)
  A = 5.5	B = -14.4%[56.9 µM]	C = -2.7%	D = -6.1%	E = -0.7%	F = -27.9%	G = 35.4%	H = 10.8%	I = 72.5%[activator]
> COc1ccc(NC(=O)c2ccc(-n3cnnn3)cc2)c([N+](=O)[O-])c1
  A = 0.9	B = 0.9%	C = 8.0%	D = -8.6%	E = -3.7%	F = -11.4%	G = 10.7%[59 µM]	H = 7.1%	I = 35.8%
> CC1CC(NC(=O)c2ncn[nH]2)CC(C)(C)C1 (stereo unspecified)
  A = 2.1	B = 11.8%	C = 22.8%	D = 6.3%	E = 0.0%	F = 6.9%	G = -16.1%[59 µM]	H = ·	I = 13.2%
> COC(=O)Cn1c(=O)c2c(nc(Br)n2Cc2ccccc2Cl)n(C)c1=O
  A = 2.3	B = -6.4%	C = 1.6%[57.1 µM]	D = 6.6%	E = -1.4%	F = -27.3%	G = ?	H = -2.9%	I = 46.7%[activator]
